Screening data (PubChem)
MsrA inh – bovine MsrA enzyme inhibitors, primary screen, biochemical, absorbance, HTS. Methionine sulfoxide reductase A (Bos taurus). 360,000 compounds, 0.75% hits. inhibition, % at 15.5 µM. AID 651718, 2012. purified bovine MsrA, absorbance read-out; in the data active = inhibition above about 4.5%;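 also: 0% = vehicle wells with enzyme and 100% = reference inhibitor wells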
TbMetRS inhib – T. brucei MetRS inhibitors, primary screen, biochemical, luminescence; inhibition, % at 11.9 µM; AID 624268, 2012; methionyl-tRNA synthetase (Trypanosoma brucei brucei); 360,000 compounds, 0.4% hits; purified T. brucei MetRS, ATP depletion, Kinase-Glo luminescence;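 active = inhibition above a per-plate cutoff of the control wells' mean inhibition plus 3 SD, cut at about 5.5% in these data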;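 also: 0% = DMSO wells median and 100% = median of wells with control inhibitor compound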
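Dosing: 11.9 µM single point; system: parasite MetRS enzyme; technique: luminescence of leftover ATP; times: 15 min enzyme-compound preincubation, 2 h reaction, 10 min detection, 25 °C; replicates: each compound tested once; read-out basis: percent inhibition relative to median high and low control wells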
eLon inh – inhibitors of E. coli Lon protease, primary screen, biochemical, fluorescence polarization; 360,000 compounds, 0.42% hits; AID 602123, 2011; purified E. coli Lon protease; P0A9M0; inhibition, % at 7.94 µM; in the data active = inhibition above about 13%, passing the limit was not always enough;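 also: 0% = enzyme with probe and DMSO and 100% = no enzyme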
SKN-1 block – suppressors of acrylamide-induced Pgst-4::GFP reporter in worms, primary screen, SKN-1 inhibitor project, whole organism, uHTS, GFP/RFP fluorescence ratio, strain VP596 | C. elegans VP596 Pgst-4::GFP/RFP ratio, 24 h | inhibition, % at 21.8 µM | 360,000 compounds, 0.49% hits | AID 624304, 2012;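 active = interference check ratio from 0.5 to 1.5 plus GFP to RFP signal ratio inhibition reaching or exceeding a fixed threshold, cut at about 30% in these data, passing the limit was not always enough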; also: some compounds called inactive have numbers as strong as hits
CendR NRP1 mod – modulators of CendR peptide binding to NRP-1, primary screen, biochemical, fluorescence polarization, uHTS | FAM-RPARPAR peptide binding to NRP-1 | inhibition, % at 25 µM | 360,000 compounds, 0.85% hits | AID 602438, 2012;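 active = inhibition or corrected inhibition above about 18%, plus a signal ratio from 0.5 to 1.5, limit read from the data, passing the limit was not always enough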; also: strong numbers were not always called active
MT1-MMP act inh – blockers of MT1-MMP proenzyme processing, primary screen, HT1080 RFP-PRO-GFP cells, GFP/RFP fluorescence; 360,000 compounds, 0.061% hits; Matrix metalloproteinase-14 (Homo sapiens), P50281; GFP/RFP ratio change, % at 20 µM; GFP/RFP ratio fluorescence, overnight; percent of plate control window, DMSO zero;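 active = GFP/RFP ratio change of at least 30% with cell ATP level not reduced by more than half and red fluorescence within 50% of control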; also: strong numbers were not always called active
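Assay system – RFP-PRO-GFP reporter HT1080 cells · Compound dosing – single dose of 20 µM compound, 1% DMSO final · Incubation – overnight compound exposure at 37 °C · Measure – GFP/RFP fluorescence ratio · Benchmarks – DMSO wells and RFP-L50D-GFP cells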
MsrA act – bovine MsrA enzyme activators, primary screen, biochemical, absorbance, HTS; Methionine sulfoxide reductase A (Bos taurus); purified bovine MsrA, absorbance read-out; activation, % at 10.6 µM; 360,000 compounds, 0.3% hits; in the data active = activation above about 7.5%;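 also: 0% = vehicle and 100% = reference activator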
PABP1 MLLE inh – inhibitors of PABP1 MLLE–PAM2 peptide binding, primary screen, biochemical, fluorescence polarization, FITC-PAM2, GST-MLLE | 360,000 compounds, 0.36% hits | inhibition, % at 20 µM | Polyadenylate-binding protein 1 (Homo sapiens), P11940; in the data active = inhibition above about 35%, passing the limit was not always enough;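 also: plate controls were DMSO wells with GST-MLLE for no effect and wells lacking GST-MLLE protein for full effect; some results filed as inactive read as strong as hits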
FAS TE block – FAS thioesterase domain inhibitors, primary screen, biochemical, fluorescence intensity, uHTS; Fatty acid synthase (Homo sapiens), P49327; recombinant FAS-TE, OMFH fluorogenic substrate, fluorescence endpoint; inhibition, % at 15 µM; 360,000 compounds, 0.67% hits; AID 602261, 2012;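 active = compounds whose normalised, plate-corrected inhibition of enzyme fluorescence in the single-dose primary screen is 50% or more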;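 also: 0% = DMSO with enzyme and 100% = substrate without enzyme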
Active calls of the source: *; / = not tested or not shown.

SMILES	MsrA inh	TbMetRS inhib	eLon inh	SKN-1 block	CendR NRP1 mod	MT1-MMP act inh	MsrA act	PABP1 MLLE inh	FAS TE block
COc1cc(CN(C)CC(=O)c2[nH]c(C)c(C(C)=O)c2C)ccc1OC(F)F	0.7	-1.0	-3	0	-10	1	-2	-4	-1
CCCCNC(=O)c1cc2nc(-c3ccc(OC)cc3)cc(C(F)(F)F)n2n1	0.8	-0.3	1	8	1	4	-6	-7	6
CC1=Nc2ccccc2N=C(NC(=O)CN2CCN(c3ccccc3)CC2)C1c1ccccc1 (stereo not drawn)	1.3	-0.1	-2	5	-12	-1	-1	-11	13
CCN(CC(=O)Nc1cccc(OC)c1)c1ncnc2sc(C)c(C)c12	-0.1	0.2	11	-3	-1	3	-2	-1	15
CCOC(=O)c1c(NC(=O)c2ccc(N3C(=O)[C@@H]4[C@H](C3=O)[C@H]3C=C[C@@H]4C3)cc2)sc2c1CCCC2	-0.5	-0.4	-7	3	-3	-1	-4	-10	62*
COc1ccc(CNC(=O)C2CCCN2S(=O)(=O)c2ccc(F)cc2)cc1 (stereo not drawn)	0.8	-0.5	6	5	-11	2	-3	2	-6
Cc1nn(C)c(C)c1/C=C(/C(=O)C(C)(C)C)n1cncn1	1.0	-0.3	5	9	12	0	-4	1	-5
CCOC(=O)c1sc(NC(=O)COc2ncnc3ccccc23)c(C(=O)OCC)c1C	-1.1	-0.4	3	-1	0	-2	-1	5	14
CCOC(=O)c1cnc(SCC(=O)Nc2cc(OC)cc(OC)c2)nc1N	-0.6	-0.6	-3	18	-9	15	1	3	-6
CC(C)c1csc(CN2CCN(Cc3ccc(F)c(F)c3)C(CCO)C2)n1 (stereo not drawn)	0.6	-0.8	-2	-2	0	4	-5	0	2
COc1ccc(OCC(=O)Nc2ccc(S(=O)(=O)Nc3cc(C)on3)cc2)cc1	-0.5	-0.1	9	4	-6	3	-1	-10	-3
C[N+]1(CC#CC(O)(c2ccccc2)c2ccccc2)CCCC1	1.3	-0.9	6	2	-29	-1	-7	-117	-13
CCC(C)c1ccc(NC(=S)Nc2ccc(OC)cc2C)cc1 (stereo not drawn)	-0.9	0.6	-1	6	-13	-1	0	9	-1
Cc1ccc(C(=O)O)cc1NC(=S)NC(=O)c1ccc([N+](=O)[O-])c(C)c1	-0.1	0.3	-9	-3	8	2	-3	35	9
O=[N+]([O-])c1cc2c(cc1/C=N/n1c(-c3ccccn3)n[nH]c1=S)OCO2	0.1	-0.1	1	11	5	2	4	-12	-10
Cc1cc(C)c2sc(N(CCCN(C)C)C(=O)c3ccc(S(=O)(=O)N(C)Cc4ccccc4)cc3)nc2c1	-1.9	-0.4	-5	-3	0	3	0	5	27
CCCc1nn2c(=O)cc(O)nc2s1	0.5	-0.3	8	-7	2	3	-2	7	-9
CC(C)OC(=O)c1ccc(N)cc1	0.3	0.7	-1	11	3	-1	-2	13	-6
FC(F)(F)c1cc(-c2ccccc2)nc2nc(N3CCOCC3)sc12	-0.4	0.4	8	7	-2	-2	0	5	8
CN(C)c1ncnc2c1ncn2[C@H]1CN(Cc2ccncc2)C[C@@H](CO)O1	0.6	0.3	2	-14	6	3	-2	3	-7
COc1cccc(CNC(=O)C2CCC(CNc3nc(=S)[nH]c4ccccc34)CC2)c1 (stereo not drawn)	0.8	-0.9	-4	-5	-9	1	-2	-88	3
Cc1cc(C)nc(NC2=N[C@@H]3CCCC[C@H]3N2C(=O)Nc2cc(Cl)cc(Cl)c2)n1	-0.1	-0.3	1	-10	-6	1	-5	-6	-4
Cc1cccc(C)c1NC(=O)COC(=O)c1ccc2c(c1)OCO2	1.0	-0.3	2	12	3	4	-2	0	-6
C[C@H](CO)N1C[C@H](C)[C@@H](CN(C)CC2CCCCC2)Oc2c(NS(=O)(=O)c3cn(C)cn3)cccc2C1=O	-0.1	0.3	5	-7	4	-6	-3	-15	-14
CC1(c2nnnn2-c2ccc3c(c2)OCCO3)CCC(=O)N1CCc1c[nH]c2ccccc12 (stereo not drawn)	-0.8	-0.7	2	-14	5	2	-1	/	-11

Arranged by molar mass (smallest number first): some entries from above.
SMILES	MsrA inh	TbMetRS inhib	eLon inh	SKN-1 block	CendR NRP1 mod	MT1-MMP act inh	MsrA act	PABP1 MLLE inh	FAS TE block
CC(C)OC(=O)c1ccc(N)cc1	0.3	0.7	-1	11	3	-1	-2	13	-6
CCCc1nn2c(=O)cc(O)nc2s1	0.5	-0.3	8	-7	2	3	-2	7	-9
C[N+]1(CC#CC(O)(c2ccccc2)c2ccccc2)CCCC1	1.3	-0.9	6	2	-29	-1	-7	-117	-13
Cc1cccc(C)c1NC(=O)COC(=O)c1ccc2c(c1)OCO2	1.0	-0.3	2	12	3	4	-2	0	-6
CCC(C)c1ccc(NC(=S)Nc2ccc(OC)cc2C)cc1 (stereo not drawn)	-0.9	0.6	-1	6	-13	-1	0	9	-1
FC(F)(F)c1cc(-c2ccccc2)nc2nc(N3CCOCC3)sc12	-0.4	0.4	8	7	-2	-2	0	5	8
CN(C)c1ncnc2c1ncn2[C@H]1CN(Cc2ccncc2)C[C@@H](CO)O1	0.6	0.3	2	-14	6	3	-2	3	-7
O=[N+]([O-])c1cc2c(cc1/C=N/n1c(-c3ccccn3)n[nH]c1=S)OCO2	0.1	-0.1	1	11	5	2	4	-12	-10
Cc1ccc(C(=O)O)cc1NC(=S)NC(=O)c1ccc([N+](=O)[O-])c(C)c1	-0.1	0.3	-9	-3	8	2	-3	35	9
CCOC(=O)c1cnc(SCC(=O)Nc2cc(OC)cc(OC)c2)nc1N	-0.6	-0.6	-3	18	-9	15	1	3	-6
CC(C)c1csc(CN2CCN(Cc3ccc(F)c(F)c3)C(CCO)C2)n1 (stereo not drawn)	0.6	-0.8	-2	-2	0	4	-5	0	2
Cc1cc(C)nc(NC2=N[C@@H]3CCCC[C@H]3N2C(=O)Nc2cc(Cl)cc(Cl)c2)n1	-0.1	-0.3	1	-10	-6	1	-5	-6	-4
CCOC(=O)c1sc(NC(=O)COc2ncnc3ccccc23)c(C(=O)OCC)c1C	-1.1	-0.4	3	-1	0	-2	-1	5	14
CC1(c2nnnn2-c2ccc3c(c2)OCCO3)CCC(=O)N1CCc1c[nH]c2ccccc12 (stereo not drawn)	-0.8	-0.7	2	-14	5	2	-1	/	-11
C[C@H](CO)N1C[C@H](C)[C@@H](CN(C)CC2CCCCC2)Oc2c(NS(=O)(=O)c3cn(C)cn3)cccc2C1=O	-0.1	0.3	5	-7	4	-6	-3	-15	-14
